NPC1 promoter act = qHTS Assay for NPC1 Promoter Activators | Huh7 NPC1 promoter luciferase reporter, 24 h | Potency, µM (doses to about 9.22 µM), without a hit: at the highest dose activation, hits mostly activators | 2.4% of 320,000 active;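 further: potency means the concentration at half of the fitted maximal effect; % of control where 0% means no effect; nearly all actives have a fitted effect of over 60% in size; reporter is driven by a mutant NPC1 promoter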
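Luminescence read-out of NPC1 promoter-driven luciferase in stably transfected Huh7 cells; compounds delivered in DMSO and left 24 h at 37C, 5% CO2, qHTS titration format.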
p53 reactivator = qHTS assay for re-activators of p53 using a Luc reporter; H1299 p53-A138V BP100-luciferase reporter, luminescence, 24 h; Potency, µM (top dose mostly 92.2 µM), for the others: at the highest dose activity change, positive = activation, most hits filed as activators; 0.063% of 320,000 active; AID 504706, 2011; further: potency means the concentration at half of the fitted maximal effect; % of control where 0% means no effect; nearly all actives have a fitted effect of over 45% in size
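H1299 (p53-null), stable ts p53-A138V + BP100-Luc; 1000 cells/well, Opti-MEM/10% FBS; cpd 4 pt, 1:5; 24 h, 37 deg C, 5% CO2; detection reagent 10 min RT; luminescence.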
Menin-MLL TR inh = qHTS Assay for Inhibitors Targeting the Menin-MLL Interaction in MLL Related Leukemias: Competition With Texas Red Labeled MLL-derived Mutant Peptide. O00255. Menin + Texas Red MLL mutant peptide, fluorescence polarization. Potency, µM (titrated, usually from 61.6 µM), for the others: at the highest dose FP activity change, negative = inhibition, actives largely listed as inhibitors. 0.23% of 270,000 active. AID 1768, 2009; active means well fitted inhibition curve with a large enough effect in the polarisation, with a control signal flat, not every such curve was filed as active; inconclusive means small, poorly fitted or top-dose-only effect, or effect the other way, or a change in a side signal; inactive means no such curve, though single readings can be large or run the other way; the % refers to the polarisation; further: potency means the concentration at half of the fitted maximal effect; % of control where 0% means no effect; many of its hits are not listed in these tables
BRCA1 expr up = qHTS Assay to Identify Small Molecule Activators of BRCA1 Expression. MCF7-BRCA1-FFLuc reporter, luminescence, 48 h; response scale: scaled: vehicle 0%, 10 µM genistein 100%. Potency, µM (titrated, usually from 46.1 µM), for inactives: top-dose activation, most hits filed as activators. 1.1% of 380,000 active; further: potency means the concentration at half of the fitted maximal effect; nearly all actives have a fitted effect of over 80% in size; some results filed as inactive show a strong effect at the top dose
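Activators of BRCA1 expression were detected as increased firefly luciferase luminescence in engineered MCF7 cells after 48 h compound incubation. Signals were scaled to genistein 10 microM as full activation.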
RORgamma inh = qHTS for inhibitors of ROR gamma transcriptional activity. Potency, µM (highest dose often 53.6 µM), without a hit: at the top dose activity change, negative = inhibition, hits mostly inhibitors. AID 2551, 2010. Drosophila S2 Gal4-RORgamma UAS-luciferase reporter, 20 h. Nuclear receptor ROR-gamma (Mus musculus), P51450. 5.4% of 310,000 active; further: potency means the concentration at half of the fitted maximal effect; on the % scale 0 is the no-effect control and ±100 the full control effect; nearly all actives have a fitted effect of over 60% in size
Target sequence (P51450 whole entry, looked up, the tested form may be a part): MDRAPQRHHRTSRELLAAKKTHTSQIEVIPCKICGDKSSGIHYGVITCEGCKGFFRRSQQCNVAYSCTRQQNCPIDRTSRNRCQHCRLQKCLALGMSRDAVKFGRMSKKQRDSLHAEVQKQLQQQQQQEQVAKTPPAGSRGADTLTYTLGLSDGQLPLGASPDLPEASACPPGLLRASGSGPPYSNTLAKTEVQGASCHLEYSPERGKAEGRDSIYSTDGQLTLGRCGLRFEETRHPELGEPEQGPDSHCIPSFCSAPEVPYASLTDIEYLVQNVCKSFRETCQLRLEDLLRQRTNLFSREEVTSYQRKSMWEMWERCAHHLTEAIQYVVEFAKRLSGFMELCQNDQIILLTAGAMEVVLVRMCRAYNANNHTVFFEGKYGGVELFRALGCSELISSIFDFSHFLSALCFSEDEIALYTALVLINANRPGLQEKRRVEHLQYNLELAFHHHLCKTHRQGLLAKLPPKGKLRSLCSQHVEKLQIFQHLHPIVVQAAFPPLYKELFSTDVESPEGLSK
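Read-out: Photinus luciferase luminescence; inhibitors lower reporter signal. Insect Schneider cells with Gal4-ROR gamma fusion under metallothionein promoter, UAS reporter; 700 uM final copper sulfate induction, 20 hr, ambient temperature.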
Rab9 promoter act = qHTS Assay for Rab9 Promoter Activators; Huh7 Rab9 promoter-luciferase reporter, luminescence, 24 h; Potency, µM (series often up to 9.22 µM), without a hit: at the top dose activation, negative = inhibition, usual class: activators; 2.8% of 320,000 active; further: potency means the concentration at half of the fitted maximal effect; % of control where 0% means no effect; nearly all actives have a fitted effect of over 60% in size
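Luminescence read-out: Huh7 cells stably expressing Rab9-luciferase, treated 24 h with compound at 37 °C, then lysed with luciferase reagent for 10 min at ambient before reading.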
Giardia kill = Small Molecules that selectively kill Giardia lamblia: qHTS; Giardia lamblia trophozoite viability; 0.15% of 340,000 active; activity change, % at 7.66 µM, hits read low; in the data active means activity change below about -80%; inconclusive means between about -30% and that limit;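 further: parasites exposed to compound for two days anaerobically before the ATP read; on the % scale 0 is the no-effect control and ±100 the full control effect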
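Luminescent ATP signal served as the viability read-out, measured 15-30 min after adding ATP detection reagent to trophozoites that had been incubated with compounds for 48 hrs at 37 deg C anaerobically at 100 cells/well.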
ELG1 genotox = qHTS screen for small molecules that induce genotoxicity in human embryonic kidney (HEK293T) cells expressing luciferase-tagged ELG1 | Potency, µM (titrated, usually from 46 µM), inactives show at the top dose activity change, positive = activation, most hits filed as activators | 1.3% of 330,000 active | HEK293T ELG1-luciferase reporter, luminescence, 16 h; further: potency means the concentration at half of the fitted maximal effect; % of control where 0% means no effect; nearly all actives have a fitted effect of over 60% in size
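DMSO vehicle served as control against compound-treated ELG1-luciferase HEK293T cells; exposure lasted 16 hr at 37 °C and 5% CO2, followed by ONE-Glo luminescence detection after 30 min.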
Gal4-VP16 FLuc = VP16 counterscreen qHTS for inhibitors of ROR gamma transcriptional activity | 3.5% of 310,000 active | Drosophila S2 Gal4-VP16 UAS-luciferase, luminescence, 20 h | Potency, µM (doses to about 53.6 µM), for inactives: at the highest dose activity, negative = inhibition, most hits filed as inhibitors;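 further: Gal4-VP16 expression switched on by copper sulfate through the metallothionein promoter; potency means the concentration at half of the fitted maximal effect; on the % scale 0 is the no-effect control and ±100 the full control effect; nearly all actives have a fitted effect of over 50% in size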
PKM2 activator = qHTS Assay for Activators of Human Muscle isoform 2 Pyruvate Kinase | Potency, µM (doses to about 57.5 µM), without a hit: at the top dose activation, actives largely listed as activators | purified PKM2, Kinase-Glo ATP luminescence, activation; response scale: 0% is enzyme alone, no compound | Pyruvate kinase PKM (Homo sapiens), P14618 | 0.34% of 260,000 active; further: potency means the concentration at half of the fitted maximal effect; on the % scale 0 is the no-effect control and ±100 the full control effect; nearly all actives have a fitted effect of over 55% in size
Target sequence (P14618 whole entry, looked up, canonical isoform): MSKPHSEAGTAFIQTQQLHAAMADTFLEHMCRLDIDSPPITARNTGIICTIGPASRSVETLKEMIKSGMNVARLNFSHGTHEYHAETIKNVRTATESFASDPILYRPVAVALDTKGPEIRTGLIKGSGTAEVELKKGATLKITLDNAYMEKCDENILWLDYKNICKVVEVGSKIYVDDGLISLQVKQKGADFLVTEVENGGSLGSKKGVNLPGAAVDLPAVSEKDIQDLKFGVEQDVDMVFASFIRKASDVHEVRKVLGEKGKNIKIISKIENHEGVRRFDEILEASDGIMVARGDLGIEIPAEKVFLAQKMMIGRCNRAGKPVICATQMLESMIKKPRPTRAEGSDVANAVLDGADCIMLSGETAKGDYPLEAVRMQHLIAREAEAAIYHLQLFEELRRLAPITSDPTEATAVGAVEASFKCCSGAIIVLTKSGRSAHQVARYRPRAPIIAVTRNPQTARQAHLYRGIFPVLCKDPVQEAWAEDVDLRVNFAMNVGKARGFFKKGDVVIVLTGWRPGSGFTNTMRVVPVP
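Kinase-Glo luminescence reports ATP generated from ADP (0.1 mM) and PEP (0.5 mM) by purified hPK-M2 after 1 h at room temperature, pH 7.2 imidazole buffer; intermediate enzyme activity allows detecting inhibitors and activators.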
FLuc counter = qHTS profiling assay for firefly luciferase inhibitor/activator using purifed enzyme and Km concentrations of substrates (counterscreen for miR-21 project); Luciferin 4-monooxygenase (Photinus pyralis), P08659; 6.9% of 360,000 active; Potency, µM (highest dose often 57.5 µM), for inactives: top-dose activity change, negative = inhibition, most hits filed as inhibitors; purified FLuc, Km substrates, luminescence inhibition;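 further: potency means the concentration at half of the fitted maximal effect; plate controls were vehicle for no effect and reference inhibitor for full effect; nearly all actives have a fitted effect of over 55% in size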
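Purified P. pyralis luciferase (10nM final) with 10uM D-luciferin and 10uM ATP (Km levels) in 50mM Tris acetate pH 7.5, 10mM Mg acetate, 0.01% Tween-20, 0.05% BSA; qHTS 6-point titration, ~60 µM downward; luminescence read.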
Starred values were filed as active, the others as inactive; ? = inconclusive; . = not tested or not shown; [ ] = dose if it differs, or a comment. Unless noted, the call rests on the fitted dose curve; in most records, active means well fitted curve in the direction sought with a large enough effect; inconclusive means small, poorly fitted or top-dose-only effect, or another doubt; inactive means no such curve, though single readings can be large; an effect the other way counts as inactive or inconclusive.

SMILES	NPC1 promoter act	p53 reactivator	Menin-MLL TR inh	BRCA1 expr up	RORgamma inh	Rab9 promoter act	Giardia kill	ELG1 genotox	Gal4-VP16 FLuc	PKM2 activator	FLuc counter
CCC1Oc2ccccc2N(CC(=O)NC2CC2)C1=O (configuration not stated)	-1%	-2%	0%	20%	-8%	-3%	-3	-14%	1%	4%	0%
O=C(O)c1ccc(/C=N/NC(=O)c2cc3c(ccc4ccccc43)o2)cc1	-2%	1%	.	-14%	15%	11%	43[activator]	0%	-11%	.	6µM*
Cn1c(SCc2nc3ccccc3[nH]2)nnc1-c1cccs1	-2%	-3%	-6%	0%	4%	4%	-15	-5%	?	-3%	2%
COc1ccc(CNC(=O)C2COc3ccccc3O2)c(OC)c1 (configuration not stated)	20%	?	9%	?	40%	22%	5	?	-2%	2%	?
O=C(COc1ccccc1[N+](=O)[O-])NCc1cccnc1	-1%	-1%	8%	-23%	10%	1%	-8	4%	-8%	-3%	1%
Cc1c(C(=O)O)cccc1-c1ccc(/C=N/Nc2ccc(Br)cc2)o1	?	?	?	28%	31%	?	5	?	-8%	-2%	12µM*
CCOc1ccc(NC(=O)c2ccc(N)cc2)cc1	?	19%	6%	46%	-34%	?	-17	?	-9%	-5%	9.5µM*
O=C(Cn1cnc([N+](=O)[O-])c1)NCCc1ccccc1	-3%	.	-4%	-1%	-4%	0%	12	5%	17%	-6%	-1%
CCOc1ccc(NC(=O)CCS(=O)(=O)c2ccc3c(c2)CCCN3C(C)=O)cc1	-1%	-2%	-7%	0%	-3%	2%	2	0%	-3%	-2%	-4%
O=C(CSc1ccc(-c2nc3ccccc3[nH]2)cn1)Nc1ccc(S(=O)(=O)NC2CC2)cc1	-1%	-1%	?	-20%	44%	2%	5	0%	-24%	22%	1.5µM*
C[C@H](NC(=O)c1ccccc1)C(=O)OCC(=O)c1c[nH]c2ccccc12	0%	12%	.	-34%	.	6%	14	0%	.	.	-19%
CCCN1C(=O)/C(=C/c2c(N3CCNC(=O)C3CC(=O)OCC)nc3c(C)cccn3c2=O)SC1=S (configuration not stated)	-5%	-6%	.	-8%	-3%	-1%	-9	-10%	-5%	1%	1%
Cc1ccccc1OCC(=O)N1CCN(C(=O)COc2ccccc2C)CC1	0%	-3%	.	-10%	2%	-4%	-9	-2%	-9%	.	-1%
CCCCn1c(N)c(N(CCOC)C(=O)c2ccc(Cl)c(S(=O)(=O)N3CCCCC3)c2)c(=O)[nH]c1=O	-3%	-10%	.	-13%	.	-3%	-18	2%	.	.	1%
Cc1c(Cl)cnc(NC(=O)COC(=O)Cc2coc3ccc4ccccc4c23)c1Cl	5%	8%	-14%	-15%	0%	-2%	-8	4%	0%	-18%	4%
CC1CCCN(C(=O)CSCC(=O)N=c2sc3ccccc3n2C)C1 (configuration not stated)	-4%	-5%	4%	-2%	-35%	-2%	12	-1%	?	0%	-11%
CCc1ccc(NC(=O)CSc2nnc(-c3cccs3)n2CC)cc1	2%	-2%	-7%	-1%	28%	8%	0	-1%	3%	6%	?
O=C(O)C(Cc1ccccc1)Nc1ccc([N+](=O)[O-])cc1[N+](=O)[O-] (configuration not stated)	8%	?	?	12%	-1%	3%	21	6%	-11%	17%	-14%
Cc1ccc(C(=O)NCC(=O)Nc2ccccc2C(F)(F)F)cc1	2%	11%	-25%	-13%	5%	4%	-4	-2%	-2%	0%	-1%
Cc1cc(Oc2ccccc2F)nc(NCc2ccccc2)n1	2%	2%	-1%	-51%	0%	-6%	-5	-3%	-10%	2%	0%

Going on with the list.
SMILES	NPC1 promoter act	p53 reactivator	Menin-MLL TR inh	BRCA1 expr up	RORgamma inh	Rab9 promoter act	Giardia kill	ELG1 genotox	Gal4-VP16 FLuc	PKM2 activator	FLuc counter
Cc1ccc(C(=O)N/C(=C\c2ccc(-c3ccccc3[N+](=O)[O-])o2)C(=O)NCCCN2CCOCC2)cc1	10%	1%	.	-36%	-13%	16%	26	-3%	?	.	-11%
CCN1CCN(c2cc(C)c3cc(NC(=S)N4CCN(c5ccccc5F)CC4)ccc3n2)CC1	-12%	3%	-7%	-15%	13µM*	-41%[inhibitor]	5	0%	?	-4%	-14%
COc1ccc(-n2c(SCC(=O)O)nnc2-c2ccc(NC(=O)c3ccccc3)cc2)cc1	1%	1%	.	-9%	3%	-1%	15	1%	-10%	?	-8%
Cc1ccccc1-n1c(C)nnc1SCC(=O)N1CCc2ccccc2C1	-3%	-10%	-3%	-18%	-2%	-4%	-2	-1%	2%	-9%	7%
N#CCC(=O)NCCCOC(=O)Nc1ccc(Cl)c(Cl)c1	5%	2%	-1%	0%	?	5%	-12	3%	-18%	-3%	-3%
Cn1nnnc1SCc1cn2cccnc2n1	0%	2%	0%	19%	3%	1%	6	1%	-7%	-6%	-1%
CCNC(=O)c1ccccc1-c1nc(-c2ccccc2Cl)no1	20%	0%	14%	-5%	7%	7%	-11	3%	19%	-3%	19µM*
O=C(Nc1ccc(CN2CCCCC2)cc1)c1cccc(Br)c1	17%	11%	-11%	?	7%	?	-13	12%	-5%	2%	?
COc1cccc(C(=O)O/N=C(\N)CS(=O)(=O)c2ccccc2)c1	16%	?	.	?	-26%	23%	26	?	-8%	-2%	3%
Cc1cc(C)nc(Nc2ccccc2F)n1	-5%	14%	-15%	19%	11%	9%	7	1%	0%	-1%	-16%
Nc1nnnn1/N=C/c1ccc(Cl)cc1	0%	3%	2%	5%	-1%	1%	-5	5%	-15%	.	1%
CSc1ccc(/C=N\NC(=O)COc2ccc(Cl)cc2Br)cc1	0%	-29%	0%	18%	-30%	-1%	-15	1%	-6%	?	-15%
CC(=O)NCCC(=O)N1CCCC(N2CCN(c3cccc(Cl)c3)CC2)C1 (configuration not stated)	0%	5%	4%	8%	3%	5%	-17	10%	8%	2%	-11%
CCN(CC)C(=O)CSc1nnc(NC(=O)CCc2ccccc2)s1	-3%	4%	-18%	-11%	3%	0%	7	-1%	-8%	0%	-2%
Cc1ccc(-c2c(C#N)c(N)nc3c2CCCC3)o1	-1%	3%	14%	-7%	20%	-7%	-14	3%	21%	12%	-3%
Cc1ccc(NC(=O)CSc2nnc(-c3ccccn3)n2N)c(Br)c1	0%	-2%	.	-11%	-14%	0%	5	-4%	-13%	1%	5%
COc1ccc(C(=O)NCCCN2CCOCC2)cc1Br	-2%	-1%	10%	0%	0%	4%	4	1%	8%	4%	-1%
COc1cccc(NC(=O)C(=O)N/N=C(\C)CC(=O)Nc2ccc(NC(C)=O)cc2)c1	-2%	?	11%	?	13%	12%	-11	?	2%	.	11µM*
CCOc1ccc(NC(=O)C/C(C)=N/NC(=O)c2cnccn2)cc1	-1%	8%	.	3%	2%	-1%	-10	3%	-9%	.	0%
COc1cc(C(=O)NC(C)c2ccc3ccccc3c2)cc(Cl)c1O (configuration not stated)	-1%	-10%	?	-16%	4%	-3%	-5	-4%	-1%	-3%	-3%

(further entries)
SMILES	NPC1 promoter act	p53 reactivator	Menin-MLL TR inh	BRCA1 expr up	RORgamma inh	Rab9 promoter act	Giardia kill	ELG1 genotox	Gal4-VP16 FLuc	PKM2 activator	FLuc counter
Cc1ccccc1C(=O)Oc1ccc(Br)cc1C(=S)N1CCCC1	-2%	2%	-12%	-39%	11µM*	-2%	-12	-4%	?	-1%	-1%
CC(=O)N1CCSc2ccc(S(=O)(=O)Nc3cccc(C)c3)cc21	-7%	-4%	.	-10%	?	?	-9	-10%	-12%	.	1%
Cc1nc(CSc2nnc(Nc3cccc(C)c3C)s2)cs1	1%	-2%	-8%	27%	26%	-5%	23	0%	15%	6%	?
COc1cccc(/C=C/C(=C2/C(=O)N(c3ccccc3)N=C2C)c2ccc(C)cc2)c1OC	-4%	-1%	-13%	10%	3%	-2%	-20	2%	-15%	-15%	-1%
O=C(CSc1nc(-c2cccs2)cc(C(F)(F)F)n1)NCc1ccco1	.	.	-1%	-12%	22%	.	1	.	-11%	1%	10%

Screens deposited in PubChem BioAssay by National Center for Advancing Translational Sciences (NCATS).

An excerpt (hit frequency here may not be typical).
